LEDGF integ inh: blockers of LEDGF/p75-dependent integrase strand transfer – biochemical, TR-FRET, high throughput, primary screen | 370,000 tested, 0.64% active | TR-FRET IN-LEDGF/p75 DNA integration, Eu/Cy5 | inhibition, % at 3.7 µM;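 active = inhibition above the screen-wide mean plus 3 SD, cut at about 13% in these data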;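 also: signal is the Cy5 over europium emission ratio at 671 and 618 nm; 0% = plate median of compound wells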
UHRF1 binding: UHRF1 methylated DNA binding inhibitors, primary screen, counter-screen for MBD2 inhibitor project, biochemical, TR-FRET, human UHRF1, single concentration | UHRF1 binding to methylated oligo | E3 ubiquitin-protein ligase UHRF1 (Homo sapiens), Q96T88 | 370,000 tested, 0.75% active | inhibition, % at 4.4 µM; in the data active = inhibition above about 21%;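 also: UHRF1 SRA domain binding a hemimethylated CpG hairpin DNA probe; 0% = median of test compound wells and 100% = reference inhibitor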
TCR CD3 inh: inhibitors of human TCR-CD3 interaction, primary screen, biochemical, fluorescence, TAMRA-labeled TCR probe; inhibition, % at 9.4 µM; T-cell receptor (TCR); 360,000 tested, 0.37% active; AID 651800, 2012; in the data active = inhibition above about 19%;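 also: recombinant mutant TCR 2C K166C tagged with TAMRA read by polarization; 0% = receptor in buffer alone and 100% = receptor with positive control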
PRMT1 FP inh: PRMT1 methyltransferase inhibitors, primary screen, biochemical, fluorescence polarization; Protein arginine N-methyltransferase 1 (Homo sapiens), Q99873; recombinant PRMT1, activity-based probe fluorescence polarization; inhibition, % at 2.79 µM; 370,000 tested, 1.3% active; AID 652257, 2013;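 active = inhibition above about 21% made by adding two undisclosed values, limit read from the data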
Target sequence (Q99873 whole entry, looked up): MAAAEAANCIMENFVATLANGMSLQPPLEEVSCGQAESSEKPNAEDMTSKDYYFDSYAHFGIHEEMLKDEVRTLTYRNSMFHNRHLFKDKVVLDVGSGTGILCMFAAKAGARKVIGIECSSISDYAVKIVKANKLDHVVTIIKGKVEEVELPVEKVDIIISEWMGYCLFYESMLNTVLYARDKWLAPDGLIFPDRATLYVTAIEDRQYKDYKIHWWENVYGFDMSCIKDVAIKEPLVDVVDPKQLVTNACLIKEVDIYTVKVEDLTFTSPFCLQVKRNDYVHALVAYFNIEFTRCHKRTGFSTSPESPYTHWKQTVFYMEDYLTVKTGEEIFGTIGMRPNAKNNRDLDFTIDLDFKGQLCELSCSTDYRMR
MBD2 inh: inhibitors of MBD2 binding to methylated DNA, primary screen, biochemical, TR-FRET, DNA-binding domain, human; MBD2 binding to methylated oligonucleotide; inhibition, % at 4.4 µM; 370,000 tested, 0.31% active; in the data active = inhibition above about 13%
KLK7 zymogen act: proKLK7 zymogen activators, primary screen, biochemical, fluorescence intensity; activation, % at 7 µM; Kallikrein-7 (Homo sapiens), P49862; purified proKLK7, EDANS-DABCYL substrate fluorescence; 100% is mature enzyme control, 0% vehicle; 370,000 tested, 0.9% active;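 active = activation above the mean of all tested compounds plus 3 SD, computed per campaign excluding outliers beyond control limits, cut at about 13% in these data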
Tn6 DDE FP: inhibitors of Tn6 peptide binding to fibrin DD(E), primary screen, biochemical, fluorescence polarization, human fibrin, Tn6 probe | Fibrinogen beta chain (Homo sapiens), P02675 | Fibrin DD(E) TRITC-Tn6 fluorescence polarization displacement | inhibition, % at 8.3 µM | 370,000 tested, 0.21% active;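 active = inhibition above a per-campaign cutoff: mean of compounds within control limits plus 3 SD, cut at about 15% in these data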;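 also: 0% = median of all compound wells on the plate and 100% = blocking peptide control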
DDE Tn7 FP inh: inhibitors of Tn7 peptide binding to fibrin DD(E), primary screen, biochemical, fluorescence polarization, human fibrin, Tn7 probe; Fibrinogen beta chain (Homo sapiens), P02675; FP displacement of FITC-Tn7 peptide from fibrin DD(E); 0% = median of compound wells per plate; inhibition, % at 8.3 µM; 370,000 tested, 0.13% active; AID 720508, 2013;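 active = inhibition above the mean of compounds falling within the control limits plus 3 SD of them, cut at about 14% in these data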;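 also: 0% = plate median of compound wells and 100% = 10 µM Aha-Tn7 peptide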
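system = human fibrin DD(E) protein | quantity = DD(E) 2 µM final | medium = Tris/NaCl/CaCl2 buffer, pH 7.8 | also added = labelled Tn7 tracer, 0.1 µM | compound dosing = single point at 8.3 µM | timing = compound with protein 10 min, then 3 h after probe, room temperature | signal = FP measurement | benchmarks = Aha-Tn7 high control | repeats = one replicate per compound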
SIAE inh: human SIAE inhibitors, primary screen, biochemical, fluorescence polarization, FP-Rh probe, 1536-well HTS. Sialate O-acetylesterase (Homo sapiens), Q9HAT2. SIAE FP-Rh probe binding. inhibition, % at 9.66 µM. 370,000 tested, 0.69% active. AID 1053197, 2014;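 active = inhibition above a cutoff: mean of compounds within the control limits plus 3 SD of those, cut at about 17% in these data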;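 also: 0% = plate median of compound wells and 100% = probe without SIAE protein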
Target sequence (Q9HAT2 whole entry, looked up): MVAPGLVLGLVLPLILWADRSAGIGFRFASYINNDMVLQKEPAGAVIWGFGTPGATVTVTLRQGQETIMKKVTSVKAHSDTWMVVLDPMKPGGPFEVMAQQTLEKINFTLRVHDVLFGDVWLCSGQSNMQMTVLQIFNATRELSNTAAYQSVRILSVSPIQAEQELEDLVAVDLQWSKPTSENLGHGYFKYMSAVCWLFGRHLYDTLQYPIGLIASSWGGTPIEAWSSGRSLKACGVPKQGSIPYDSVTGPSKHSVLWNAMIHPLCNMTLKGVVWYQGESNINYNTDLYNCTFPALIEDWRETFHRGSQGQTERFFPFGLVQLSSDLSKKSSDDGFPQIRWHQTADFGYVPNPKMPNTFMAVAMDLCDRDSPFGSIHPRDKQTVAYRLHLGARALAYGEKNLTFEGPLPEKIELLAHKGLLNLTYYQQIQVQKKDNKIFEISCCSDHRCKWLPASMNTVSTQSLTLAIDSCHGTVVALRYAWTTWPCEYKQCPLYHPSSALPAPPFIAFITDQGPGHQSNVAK
TDP2 inh: human TDP2 enzyme inhibitors, primary screen, biochemical, epi absorbance, recombinant enzyme. Tyrosyl-DNA phosphodiesterase 2 (Homo sapiens), O95551. T5PNP hydrolysis, p-nitrophenol absorbance 415 nm. inhibition, % at 12.8 µM. 370,000 tested, 0.34% active. AID 720702, 2013;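 active = inhibition above the mean of all tested compounds plus 3 SD, set per campaign, cut at about 25% in these data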;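 also: 0% = DMSO with enzyme and 100% = buffer with substrate but no TDP2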
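Evaluation: % inhibition relative to enzyme-containing and enzyme-free wells. Material: recombinant human TDP2. Benchmarks: enzyme-free and DMSO wells. Timing: enzyme reaction with compound for 2 h at 37 °C. Compound dosing: 12.8 µM only. Measured by: p-Nitrophenol epi absorbance. Reagent: T5PNP substrate at 5 mM, a TopII-DNA adduct mimic. Replication: single well per compound.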
* hit, by the source's call; . = not tested or not shown.

SMILES	LEDGF integ inh	UHRF1 binding	TCR CD3 inh	PRMT1 FP inh	MBD2 inh	KLK7 zymogen act	Tn6 DDE FP	DDE Tn7 FP inh	SIAE inh	TDP2 inh
CC(C)Cn1c(N)c(C(=O)CSc2ccccc2)c(=O)n(C)c1=O	-1	4	-11	4	4	-0.4	-1	4	-2	3
NC(=S)Nc1cccc(F)c1	-1	0	-1	-1	1	0.8	-3	3	7	9
CCC(C(=O)NCCCN1CCOCC1)n1c2ccccc2c2nc(=O)cc(C)n21 (stereo unspecified)	-1	2	2	-1	-3	0.0	9	5	8	-12
CCOC(=O)Cn1cc(CN2CCS(=O)(=O)N(Cc3ccc(OC)cc3)C(C(=O)OC)C2)nn1 (stereo unspecified)	-1	14	.	4	11	0.0	2	-1	2	-6
O=C(O)C1=C[C@H](c2ccc(F)cc2)C[C@H](OCc2ccc(CO)cc2)O1	2	-3	6	0	-1	0.9	3	-6	-2	0
COC(=O)CC1C(=O)NC2CCCCC2N1C(=O)CCl (stereo unspecified)	2	0	4	3	-3	1.0	-2	-4	0	7
Cc1cc(C)nc(-n2nc(C)cc2NC(=O)CN2CCCC(C)C2)n1 (stereo unspecified)	1	-1	4	-5	-4	-0.2	-1	-3	-3	2
CN1CCN(Cc2c(O)ccc3c(-c4ccccc4)cc(=O)oc23)CC1	-1	-2	10	-5	-2	17*	4	2	7	4
S=C(SCc1nc(-c2ccc(Cl)cc2)no1)N1CCSCC1	-5	1	-7	0	0	0.0	-3	-4	5	1
CCN(CC)S(=O)(=O)c1ccc(-c2nnc(SCc3nnc(-c4ccccc4)o3)o2)cc1	0	0	-2	0	-1	-0.4	-4	-4	-7	-7
Cc1ccc(S(=O)(=O)N/N=C2/CC(=O)CC(C)(C)C2)cc1[N+](=O)[O-]	-7	-2	-7	5	4	0.4	-5	-8	-2	3
COc1cccc(-c2nc(CS(=O)(=O)CC(=O)NCCC(C)C)c(C)o2)c1	-3	6	-3	2	6	-0.2	-6	0	0	2
COc1ccc(OC)c(C2=NOC(C(=O)Nc3cc(C)nn3-c3ccccc3)C2)c1 (stereo unspecified)	1	2	-8	6	7	-0.5	2	8	-7	5
CCC1=C(OC(=O)N(CC)CC)N2C(=O)OC(=NCC3CC3)[C@]2(Cc2ccccc2)[C@H]2C1=CC[C@H]1C(=O)N(CC)C(=O)[C@H]12	3	1	6	0	0	0.0	5	-2	-2	-6
CCn1c(C)nc2cc(C(=O)NNC(=O)Nc3cccc(Cl)c3)ccc21	-3	-2	0	-2	0	0.5	-3	1	-11	-1
COc1ccc(C(=O)N=c2sccn2C)cc1	-1	0	-6	3	4	0.7	2	5	-3	3
CCCCOC(=O)c1ccc(NS(=O)(=O)c2cc(-c3nnnn3CC)ccc2OC)cc1	4	-3	-1	-2	5	0.8	-3	-3	-3	4
O=C(CN1CCN(S(=O)(=O)c2ccc(Br)cc2)CC1)Nc1ccc2c(c1)OCO2	-3	2	-1	2	1	0.3	-1	-3	4	-18
CCC1CCCCN1C(=O)CCn1c(=O)oc2ccccc21 (stereo unspecified)	5	0	8	-10	1	-0.4	0	-10	-11	5
COC(=O)[C@H]1CCCN1C(=O)Nc1cccc(Oc2c(F)c(F)c(F)c(F)c2F)c1	1	2	6	-2	3	-0.3	2	-4	2	-11
O=C1C=C(c2ccc(Br)c3ccccc23)C[C@@H](c2ccc3c(c2)OCO3)C1	1	6	-4	2	-1	-0.3	-7	11	-2	3
O=C(Nc1nc([C@@H]2O[C@H](CO)[C@@H](O)[C@H](O)[C@H]2O)cs1)NC(c1ccccc1)c1ccccc1	2	0	5	-2	-3	0.9	-2	-3	1	-6
Cc1ccc(S(=O)(=O)N(C)C)cc1NC(=O)c1cccs1	1	1	0	-2	-2	-0.2	17*	-1	-7	-10
O=C(NC1CCOCC1)C1CCC(=O)N(Cc2cccc(C(F)(F)F)c2)C1 (stereo unspecified)	0	6	-1	1	-5	0.1	-5	0	7	13
COc1ccc(C2=CC(=O)CC(C)(C)C2=O)cc1	3	1	2	3	-8	0.0	-7	-8	2	-1
Cc1ccc(S(=O)(=O)N2[C@@H](c3ccc4c(c3)OCO4)C(C(=O)O)=C[C@H]2C(C)(C)C)cc1	1	0	-2	4	-1	-0.6	-3	0	12	7
O=C(C1=C(O)C(=O)N(Cc2ccccc2)C1c1cccnc1)c1ccco1 (stereo unspecified)	2	-4	0	-1	5	-0.3	2	5	1	1
CCN(CC)CCNC(=O)c1cn(CC)c2cc(N3CCN(C)CC3)c(F)cc2c1=O	1	4	6	-2	-1	5.4	-2	2	5	-4
CC(=O)c1cccc(NC(=O)CN2C(=S)NC(C)(C)CC2C)c1 (stereo unspecified)	2	-1	4	-2	1	0.3	-4	-4	14	-6
C=C(Br)Cn1cnc2ccccc21	1	3	0	-1	-3	-0.1	-1	3	1	2
O=C(Nc1ccncc1)c1ccc(Cl)c(S(=O)(=O)N2CCCC2)c1	-3	-1	-3	4	-5	0.1	-9	3	-5	-11
CC(=O)Nc1ccc(S(=O)(=O)N2CCN(c3ccccn3)CC2)cc1	2	2	2	2	-3	0.2	1	2	2	8
Cc1cccc(C(=O)O)c1O	-4	1	4	-4	-5	0.4	1	-10	1	2
COc1ccc(OC)c(S(=O)(=O)N(C(C)=O)c2ccc3oc(=O)sc3c2)c1	-4	-1	7	53*	0	0.8	8	4	-5	0
Cc1ccc(S(=O)(=O)N(C)CC(=O)NCc2ccncc2)cc1	0	6	2	5	-3	0.2	0	2	1	-3
CC(C)C(=O)Nc1ccc(-c2nnc(-c3ccccc3)o2)cc1	0	-2	7	2	1	0.1	1	1	-9	5
COc1cccc(CNC(=O)CSc2nc3c(oc4ccccc43)c(=O)n2CC2CCCO2)c1 (stereo unspecified)	-7	3	-1	4	-4	-0.1	-6	-12	1	-12
Cc1occc1-c1nnc(SCC(=O)c2cc3ccccc3oc2=O)o1	2	-2	-1	4	2	-2.7	-1	2	-4	6
CC(Oc1ccc(Br)cc1)C(=O)N(Cc1ccccc1)c1c(N)n(Cc2ccccc2)c(=O)[nH]c1=O (stereo unspecified)	2	1	0	-4	0	0.1	2	-8	-4	-12
Cc1ccc(OC(C)C(=O)Nc2ccc(S(=O)(=O)N3CCOCC3)cc2)cc1 (stereo unspecified)	2	4	8	2	0	1.1	-3	2	-9	-6
Cc1cc(SCC(=O)N2CCN(C(=O)c3ccco3)CC2)c(C)cc1Br	-3	0	-3	3	3	0.5	-3	2	-7	-2
COc1cc(CC(NC(C)=O)C(=O)NC2CCN(C(=O)c3cc(OC)c(OC)c(OC)c3)CC2)cc(OC)c1 (stereo unspecified)	2	2	3	-1	-1	-0.4	4	2	1	-2
Cc1ccc(Nc2ncnc3sc(C)c(C)c23)cc1C	1	2	5	-2	-2	0.1	6	-4	-9	-19
CCCn1cc(SCC(=O)Nc2cc(C)on2)c2ccccc21	-5	-1	-12	2	4	-0.6	2	6	3	3
CC(C)N(Cc1ccccc1)C(=O)COC(=O)c1cnc(Cl)c(Cl)c1	3	5	-5	8	10	-0.3	-4	0	-7	-5
CC(C)=CCC(C)(C)C1OCCN1C(=O)c1ccccc1 (stereo unspecified)	0	5	1	0	1	-0.6	0	4	0	11
NC(=O)NC(c1ccccc1)c1ccccc1	0	5	-4	3	5	-0.3	2	9	-7	-9
CC(NC(=O)COc1ccccc1)C(=O)NC1=NCCS1 (stereo unspecified)	-2	-1	3	2	2	0.6	2	-3	-2	3
O=C(Cc1cccc2ccccc12)NCC(=O)N1CCN(Cc2cccc(C(F)(F)F)c2)CC1	4	3	0	-5	3	0.5	-1	-2	1	-13
CCOc1ccc(OCC(=O)OC(C)C(=O)NC2CCCCC2C)cc1 (stereo unspecified)	-4	0	-2	1	3	-0.1	-3	-1	2	1
C#CCOC(=O)c1ccccc1C(=O)OCC#C	-1	2	4	1	-1	-0.6	-10	-6	6	-11
CCn1c2ccccc2c2nnc(SCC(=O)NC3CCS(=O)(=O)C3)nc21 (stereo unspecified)	0	2	4	0	0	-2.2	-1	-3	-6	-5
CCOc1ccc(N(CC(=O)NCC2CCCO2)S(=O)(=O)c2ccc(SC)cc2)cc1 (stereo unspecified)	-1	0	5	1	1	0.5	2	-4	1	6
CCc1cccc2c(C(=O)CCl)c[nH]c12	-3	4	0	5	2	-0.1	-7	5	-1	-1
O=C(CSC(=S)N1CCSCC1)c1ccccc1	1	2	2	0	3	0.5	5	2	1	-6
Cc1ccc(C(=O)N2CCN(C3c4cccc5cccc(c45)C3NS(=O)(=O)c3ccccc3)CC2)cc1 (stereo unspecified)	-2	1	-4	-4	-2	-0.4	1	-4	-7	0
COc1ccc(Cl)cc1C(=O)CSc1nnnn1C1CCCCC1	0	-1	9	-3	1	0.5	-1	-3	4	-4
CCCCn1c(SCc2nc3ccccc3s2)nc2cc(S(N)(=O)=O)ccc21	1	1	4	-1	1	-0.4	1	-11	4	-1
CCOC(=O)C1=C(N)Oc2cc(O)ccc2C1c1ccc(C)cc1 (stereo unspecified)	2	1	4	0	5	-0.6	1	-5	1	-13
Cc1cc(OCC(=O)NNC(=S)NCC2CCCO2)cc(C)c1Cl (stereo unspecified)	1	0	7	7	0	-0.4	4	0	10	14
COc1ccc(S(=O)(=O)N(C)CC(=O)Nc2ccc3c(c2)OCO3)cc1	-8	1	-4	1	2	-0.3	5	2	0	-6

An excerpt from above in order of the DDE Tn7 FP inh value, descending:
SMILES,LEDGF integ inh,TCR CD3 inh,PRMT1 FP inh,MBD2 inh,KLK7 zymogen act,Tn6 DDE FP,DDE Tn7 FP inh,SIAE inh,TDP2 inh
CCc1cccc2c(C(=O)CCl)c[nH]c12,-3,0,5,2,-0.1,-7,5,-1,-1
COc1cc(CC(NC(C)=O)C(=O)NC2CCN(C(=O)c3cc(OC)c(OC)c(OC)c3)CC2)cc(OC)c1 (stereo unspecified),2,3,-1,-1,-0.4,4,2,1,-2
Cc1ccc(S(=O)(=O)N/N=C2/CC(=O)CC(C)(C)C2)cc1[N+](=O)[O-],-7,-7,5,4,0.4,-5,-8,-2,3
